ATXN viability = Viability Counterscreen for Primary qHTS for Inhibitors of ATXN expression; S2 cells (HEK-293 line with an ATXN2-luciferase reporter) viability, CellTiter-Fluor protease fluorescence, 24 h; Potency, µM (series often up to 56.7 µM), usual class: cytotoxic; actives 0.49% (n = 400,000); further: potency means the concentration at half of the fitted maximal effect; nearly all actives have a fitted effect of over 40% in size
MCF10A rereplic = A quantitative high throughput screen for small molecules that induce DNA re-replication in MCF 10a normal breast cells; Potency, µM (series often up to 46.1 µM), without a hit: at the highest dose activity, positive = re-replication, usual class: activators; actives 2.9% (n = 350,000); MCF 10A DNA re-replication, Hoechst nuclear intensity, 48 h; further: potency means the concentration at half of the fitted maximal effect; % of control where 0% means no effect; nearly all actives have a fitted effect of over 50% in size
ATXN2 expr inh = Primary qHTS for Inhibitors of ATXN expression; HEK-293 ATXN2-luciferase reporter, luminescence, 24 h; actives 0.72% (n = 360,000); AID 1745845, 2022; Potency, µM (titrated, usually from 57 µM), without a hit: at the top dose activity change, negative = inhibition, actives largely listed as inhibitors; further: potency means the concentration at half of the fitted maximal effect; on the % scale 0 is the no-effect control and ±100 the full control effect; nearly all actives have a fitted effect of over 55% in size
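ATXN2-luciferase reporter cells (luciferase flanked by upstream and downstream ATXN2 gene portions) were treated 24 h at 37 °C with compounds at up to 57 uM. SteadyGlo luminescence gave expression; GF-AFC fluorescence gave viability.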
IL-1B inflam inh = qHTS for Inhibitors of Inflammasome Signaling: IL-1-beta AlphaLISA Primary Screen; activity change, % at 57.5 µM; THP-1 LPS/ATP IL-1B secretion, AlphaLISA, 16 h; stronger effect = lower value; AID 743279, 2014; actives 4.7% (n = 360,000); in the data active means activity change below about -50%; inconclusive means mostly about -30% to -49%; further: on the % scale 0 is the no-effect control and ±100 the full control effect
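Secreted IL-1B measured by AlphaLISA bead assay after 16 h compound exposure of THP-1 cells; compounds (final up to 57.5 uM) added 1 h before LPS (250 ng/mL) and ATP (1.25 mM) stimulation; lower signal means less secretion.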
Nrf2 block = Nrf2 qHTS screen for inhibitors; AID 504444, 2011; actives 2.1% (n = 360,000); A549 ARE-Fluc reporter, luciferase luminescence, 18-24 h; Potency, µM (doses to about 46 µM), without a hit: at the top dose activity change, negative = inhibition, usual class: inhibitors; further: potency means the concentration at half of the fitted maximal effect; on the % scale 0 is the no-effect control and ±100 the full control effect; nearly all actives have a fitted effect of over 60% in size
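Concentration-response testing used A549 ARE_Fluc cells at 5000 cells/well. Following an 18-24 h compound incubation, viability was read by fluorescence (Ex 405/Em 525) and luciferase output by luminescence.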
TGFb inhibitor = qHTS for Inhibitors of TGF-b; HepG2 CAGA-GFP TGF-b/SMAD3 reporter, GFP fluorescence, 18 h; TGF-beta stimulated, 500 pg/mL final; Potency, µM (top dose mostly 46.1 µM), inactives show top-dose activity, negative = inhibition, actives largely listed as inhibitors; actives 1.2% (n = 410,000); AID 588855, 2011; further: potency means the concentration at half of the fitted maximal effect; on the % scale 0 is the no-effect control and ±100 the full control effect; nearly all actives have a fitted effect of over 65% in size
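Per well, imaged GFP fluorescence of HEPG2 CAGA-GFP cells gives the signal; cells get compound, then TGF-beta (500 pg/mL final), 18 h at 37 degrees C; %Activity versus -TGF-beta and +DMSO controls.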
A549 viability = Nrf2 qHTS screen for inhibitors: counterscreen for cytotoxicity | A549 ARE-Fluc cells, CellTiter-Fluor viability, 18-24 h | Potency, µM (titrated, usually from 46 µM), for the others: at the highest dose activity change, negative = cytotoxicity, actives largely listed as inhibitors | actives 0.16% (n = 390,000); further: potency means the concentration at half of the fitted maximal effect; on the % scale 0 is the no-effect control and ±100 the full control effect
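Cytotoxicity counterscreen: CellTiter-Fluor fluorescence was measured in A549 ARE_Fluc cells after 18-24 h of compound exposure in a concentration series. The subsequent BugLite luminescent read reports ARE-luciferase activity.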
Nrf2 ARE act = qHTS of Nrf2 Activators | AID 624171, 2012 | Potency, µM (titrated, usually from 46.1 µM), inactives show at the highest dose activation, actives largely listed as activators | actives 0.31% (n = 410,000) | AREc32 ARE-luciferase reporter (MCF7-derived line), luminescence, 24 h; further: potency means the concentration at half of the fitted maximal effect; % of control where 0% means no effect; nearly all actives have a fitted effect of over 65% in size
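Nrf2 activation is followed as ARE-luciferase induction in the AREc32 line after one day of compound treatment; luminescence is read with Steady-Glo.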
HepG2 tox = qHTS for Inhibitors of TGF-b: Cytotox Counterscreen | HepG2 CAGA-GFP viability, ATP luminescence, 18 h | Potency, µM (highest dose often 46.1 µM), for inactives: at the top dose activity change, negative = cytotoxicity, most hits filed as cytotoxic | actives 0.76% (n = 410,000); further: potency means the concentration at half of the fitted maximal effect; some results filed as inactive show a strong effect at the top dose
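HepG2 CAGA-GFP cells (1000/well, DMEM with 1% FBS) received compound, then TGF-beta at 500 pg/mL final, and were incubated 18 hours at 37 degrees C. Viability was read by CellTiter-Glo luminescence. Media-only wells were set as complete cell-killing and DMSO as no toxicity.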
* hit, by the source's call; i = inactive; ? = inconclusive; . = not tested or not shown; [ ] = remark or other dose. Unless noted, the call rests on the fitted dose curve; in most records, active means well fitted curve in the direction sought with a large enough effect; inconclusive means small, poorly fitted or top-dose-only effect, or another doubt; inactive means no such curve, though single readings can be large; an effect the other way counts as inactive or inconclusive. Hits appear at their usual frequency; any-hit rate near 8.8%.

molecule	A549 viability	TGFb inhibitor	HepG2 tox	Nrf2 ARE act	Nrf2 block	ATXN2 expr inh	ATXN viability	IL-1B inflam inh	MCF10A rereplic
CCCC1=NN(c2ccc([N+](=O)[O-])cc2)C(=O)/C1=C\N(C)C	-18%	?	-48%	4.3%[9.22 µM]	?	55%[activator]	i	0	?
CCOc1ccc(-c2ncncc2-c2ccccc2OC)c(O)c1	0%	4%	2%	-0.3%	?	-6%	i	17	21%
O=C(CSc1nnc(CNC(=O)c2c(F)cccc2Cl)o1)NCc1ccccc1	-4%	-10%	-4%	-0.3%	4%	3%	i	6	?
O=C(c1ccccc1)N(C(=O)c1ccccc1)N1CCCC1	-2%	15%	10%	-1.2%	-3%	13%	i	6	-14%
CCC(CC)C1=NN2C(=N)/C(=C/c3ccc(OC(=O)c4ccco4)cc3)C(=O)N=C2S1	-9%	6%	-11%	2.6%	-1%	5%	i	-13	10%
CCc1cccc(C)c1NC(=O)c1cc(=O)[nH]c2ccc(S(=O)(=O)N3CCOCC3)cc12	-2%	-1%	2%	-0.7%	5%	.	?	18	-5%
Cc1cccc(NC(=O)Cc2ccc(F)cc2)c1	-5%	?	-2%	0.0%	.	35%	i	21	1%
O=C(Nc1ccc(-c2nc3cc(NC(=O)c4ccccc4Cl)ccc3o2)cc1)c1ccccc1Cl	-1%	?	-42%	0.3%	.	?	?	.	.
Cc1cccc(-n2c(=O)[nH]c3c(C(N)=O)nc(-c4ccccc4Cl)nc32)c1	-6%	?	-57%	0.5%	?	?	?	-3	?
CC1=CCC2COC(c3ccc[n+](Cc4ccccc4)c3)C1C2 (stereo not given)	1%	4%	16%	1.7%	-13%	-3%	i	-7	-4%
O=C(CN(C(=O)c1ccccc1)C(=O)c1ccccc1)OCc1ccccc1	-5%	1%	-3%	0.1%	15%	-5%	i	11	3%
CCOC(=O)c1c[nH]c2c(C(F)(F)F)cccc2c1=O	-3%	-12%	-1%	-0.1%	-4%	5%	i	14	1%
CCN(CC)C(=O)/C=C/c1ccc(OC)c(S(=O)(=O)N2CCCCC2)c1	-1%	0%	-21%	-0.1%	-25%	-7%	i	0	0%
CCOc1ccc(CNc2cccc(SC)c2)cc1	-1%	-26%	-22%	0.5%	0%	12%	i	-10	4%
COc1ccc(Nc2cc(C(=O)NCCCN3CCN(c4ccccc4F)CC3)c3ccccc3n2)c(OC)c1	?	11µM*	-44%	-2.6%	-5%	.	.	.	.
CC(C)(C)OC(=O)NN=C(c1ccc(O)cc1)c1ccc(O)cc1	1%	13%	6%	-0.1%	-22%	5%	?	2	-1%
COc1cccc(-n2ccnc2SCC(=O)Nc2cc(C)on2)c1	0%	4%	0%	0.0%	-20%	-1%	i	4	8%
CCOC(=O)Cn1nnc2c(sc3nc4c(c(-c5ccccc5)c32)CCC4)c1=O	-4%	3%	-20%	0.1%	-5%	2%	i	-4	?
CC(C)(C)C(=O)Nc1nnc(SCc2ccc(F)cc2)s1	0%	0%	-24%	4.6%	?	.	.	-22	-1%
Cc1ccc2c(c1)C(=O)N1c3cc(C)c(C)cc3NC(=O)C1C(=O)N2 (stereo not given)	.	1%	12%	-0.5%	.	8%	i	1	.
Cc1ccc(Cl)cc1NC(=O)CCS(=O)(=O)c1cccc2nonc12	3%	-22%	-25%	2.8%	-7%	11%	i	-2	-1%
C=CCSc1ccc(S(=O)(=O)N2CCN(C)CC2)cn1	-1%	23%	3%	-0.2%	14%	-14%	i	-1	10%
Cc1ccc(Cn2c(=O)n(CC3CCC(C(=O)N4CCOCC4)CC3)c(=O)c3sccc32)cc1 (stereo not given)	2%	10%	1%	2.7%	-9%	3%	i	.	.
CCOc1ccc(NC(=O)c2cc(S(=O)(=O)N3CCN(c4ccccc4F)CC3)ccc2F)cc1	1%	4%	-6%	5.6%	.	1%	i	.	.
CCCCN(C)C(=O)c1sc(=O)n(Cc2c(C)cccc2C)c1C	.	-20%	-15%	1.3%	.	-14%	i	-18	.
NC(=O)[C@H]1CC2(CC(c3cccc(NC(=O)COc4ccc(Cl)cc4)c3)=NO2)CN1C(=O)C(c1ccccc1)c1ccccc1 (stereo not given in full)	-14%	?	-7%	4.5%	?	?	i	?	1%
CCOC(=O)C(C)Sc1nc2c([nH]c3ccccc32)c(=O)n1C (stereo not given)	10%	?	-46%	5.5%	-11%	-5%	i	-19	-4%
CCOc1ccccc1-n1cnc(C#N)c1N	2%	12%	3%	0.0%	2%	-3%[11.3 µM]	i	24	-1%
COc1ccc(S(=O)(=O)N(C)C[C@@H]2OCc3cnnn3CCCC(=O)N([C@@H](C)CO)C[C@H]2C)cc1	.	3%	4%	-0.8%	.	-3%	i	16	.
CCOc1ccccc1NC(=O)CSc1nnc(CNC(=O)COc2ccc(Cl)cc2)o1	-4%	-1%	-19%	0.1%	-11%	-4%	i	-22	-2%

Reprinted from the part before: 2 compounds, followed by the next part.
molecule	A549 viability	TGFb inhibitor	HepG2 tox	Nrf2 ARE act	Nrf2 block	ATXN2 expr inh	ATXN viability	IL-1B inflam inh	MCF10A rereplic
COc1ccc(S(=O)(=O)N(C)C[C@@H]2OCc3cnnn3CCCC(=O)N([C@@H](C)CO)C[C@H]2C)cc1	.	3%	4%	-0.8%	.	-3%	i	16	.
CCOc1ccccc1NC(=O)CSc1nnc(CNC(=O)COc2ccc(Cl)cc2)o1	-4%	-1%	-19%	0.1%	-11%	-4%	i	-22	-2%
N#C/C(=C\c1ccccc1Cl)C(=O)NC(=O)Oc1ccccc1	6%	-5%	-11%	0.3%	-7%	0%	i	-5	?
CCOc1ccc(S(=O)(=O)NCCC(=O)NC2CCN(Cc3ccccc3)CC2)cc1	-8%	8%	2%	-0.7%	5%	0%	i	-1	7%
Cn1c(O)c(N=Nc2ccccc2)c2ccccc21	3%	-2%	-4%	11%	?	14%	i	20	20%
O=C(COC(=O)CCc1ccc(S(=O)(=O)N2CCOCC2)cc1)Nc1ccccc1[N+](=O)[O-]	10%	?	-22%	-0.3%	5%	2%	i	-5	-3%
Cc1nnc(NC(=O)CSc2ccccn2)s1	-4%	-1%	-40%	-0.3%	13%	4%	i	13	1%
Cn1c(Cc2ccccc2)nnc1SCc1nc2ccccc2c(=O)[nH]1	1%	-4%	0%	-0.2%	?	0%	i	5	5%
O=C(CN1C(=O)COc2ccccc21)NCCN1CCOCC1	0%	-4%	5%	-0.4%	?	-3%	i	-6	-13%
Cc1c(Cl)cccc1-c1ccc(C(=O)Nc2ccc3oc(-c4cccnc4)nc3c2)o1	0%	-18%	-16%	3.3%	?	.	.	.	.
O=C(CC12CC3CC(CC(C3)C1)C2)N1CCN(S(=O)(=O)c2cccs2)CC1	1%	0%	-1%	0.2%	1%	-8%	i	21	6%
CCOC(=O)C1=CCN(S(=O)(=O)c2ccccc2F)C1c1cccc(Br)c1 (stereo not given)	.	?	-23%	13%	.	-32%	i	16	.
O=C1Nc2ccccc2Nc2ccc([N+](=O)[O-])cc21	-14%	0%	0%	3.2%	10µM*	0%	?	18	4%
CCOc1ncccc1C(=O)Nc1ccccc1N1CCOCC1	1%	-3%	-9%	-0.6%	-2%	0%	i	-16	10%
O=S(=O)(Nc1cccc(-n2cnnn2)c1)c1ccc(F)cc1	5%	4%	5%	6.2%	4%	-6%	i	3	1%
N#CC(c1ccc(Cl)cc1)N1CCOCC1 (stereo not given)	-2%	-2%	-19%	-1.3%	13%	.	i	12	12%
O=C1C2C3c4ccccc4C(Br)(c4ccccc43)C2C(=O)N1c1ccccc1O (stereo not given)	0%	-7%	13%	3.5%	14%	-4%	i	7	-7%
Cc1ccc(OCC(=O)N/N=C\c2c(C)[nH]n(-c3ccccc3)c2=O)c([N+](=O)[O-])c1	?	?	-7%	0.3%	?	.	i	127	7%
O=C(Nc1ccc(S(=O)(=O)Nc2ncccn2)cc1)c1ccc(N2CCCC2=O)cc1	-6%	9%	0%	-0.6%	-7%	0%	i	4	-2%
CCCCNC(=O)Nc1cc(C(=O)OC)ccc1Cl	0%	0%	2%	-0.4%	-8%	-6%	i	45	-12%
Cc1c(Cl)cccc1NC(=S)NCCCN(C)C	-25%	-4%	-10%	5.5%	-14%	.	i	-13	10%
COC(=O)C1=C(C)N(Cc2ccc(C)cc2)C(=O)/C1=C\c1ccc(O)c(OC)c1	0%	19%	-21%	?	.	18%	i	-60*	?
O=C(O)Cc1n[nH]c(=O)c2ccccc12	0%	-4%	-6%	-0.5%	15%	12%	i	16	-69%[inhibitor]
CC1Sc2ccc(S(=O)(=O)N3CCC(C(=O)N(C)Cc4ccccc4)CC3)cc2NC1=O (stereo not given)	-11%	?	-2%	0.2%	?	-19%	i	-8	7%
Cc1nc2ccc(C(=O)N3c4ccccc4CC3C)cc2s1 (stereo not given)	3%	-23%	-11%	1.6%	-19%	-21%	i	32	?
CC(C)C(=O)NC(Nc1ccc(S(N)(=O)=O)cc1)C(Cl)(Cl)Cl (stereo not given)	-1%	14%	0%	-1.4%	14%	-17%	i	3	0%
CC(=O)c1c(C)[nH]c(C(=O)Nc2cccc(S(=O)(=O)N(C)c3ccccc3)c2)c1C	9%	?	-25%	-0.1%	?	?	?	?	23µM*
COc1cccc(-n2nnc(S(=O)(=O)c3ccc(C)cc3)c2N)c1	13%	-23%	-39%	-0.3%	5%	.	i	0	8%
NC(=O)c1nsc(C(=O)N(c2ccc(F)cc2)C(C(=O)NC2CCCC2)c2ccncc2)c1N (stereo not given)	-7%	-3%	6%	0.6%	3%	-19%	i	2	-4%

Bioassay records as filed in PubChem BioAssay.
